Source: PubChem BioAssay
PTEN del growth: PTEN-deleted cell growth suppression. HCT116 PTEN-null viability, CellTiter-Glo, 60 h; active compounds read low. viability, % at 10 µM. 140,000 tested, 1.2% active. AID 827;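 active means viability at or below a set limit, 4 SD under the median of all tested compounds, cut at about 3.7% in these data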;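 further: PTEN knockout HCT116 line with beta catenin targeted HCT116 as companion control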
E-sel TNF inh: blocks E-selectin expression induced by TNF alpha. HUVEC TNFa-induced E-selectin immunofluorescence, high content. inhibition, % at 2 µM. 120,000 tested, 0.71% active. AID 1246;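 active means inhibition above the batch mean plus 3 SD, and confirmed as a hit on visual image review, cut at about 43% in these data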;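 further: 0% = TNF-stimulated DMSO wells and 100% = unstimulated control wells; not every result past the cut was called active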
GALR2 blocker: GALR2 (human) receptor antagonism. O43603. GALR2-expressing cells, antagonist mode. inhibition, % at 4 µM. 140,000 tested, 0.39% active; in the data active means inhibition above about 27%;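 further: cells stimulated with galanin 1-16 at roughly its EC80; 0% = agonist challenge control and 100% = basal control without agonist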
Target sequence (O43603 whole entry, looked up): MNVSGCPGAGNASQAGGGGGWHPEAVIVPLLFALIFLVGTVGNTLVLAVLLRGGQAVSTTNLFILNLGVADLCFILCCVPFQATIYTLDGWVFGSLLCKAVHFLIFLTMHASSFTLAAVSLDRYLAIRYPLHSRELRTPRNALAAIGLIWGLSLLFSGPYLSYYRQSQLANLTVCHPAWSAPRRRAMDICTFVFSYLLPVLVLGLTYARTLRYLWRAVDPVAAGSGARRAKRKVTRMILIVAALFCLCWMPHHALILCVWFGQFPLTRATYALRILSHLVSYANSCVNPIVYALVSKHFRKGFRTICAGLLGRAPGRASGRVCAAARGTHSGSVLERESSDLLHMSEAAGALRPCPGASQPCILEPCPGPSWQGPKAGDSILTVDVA
Measles CPE: protection of cells from measles virus; Measles virus-infected cells, CPE protection, absorbance; AID 841; 140,000 tested, 1.5% active; protection (pct of control), % at 4 µM; in the data active means protection mostly above about 24%, no sharp cut-off; inactive means mostly below about 26%; further: some compounds called inactive have numbers as strong as hits
MRP1 act: MRP-1 activation | 140,000 tested, 0.61% active | viability increase, % at 10 µM | H69AR cells + doxorubicin, viability rescue, CellTiter-Glo;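 active means viability gain under doxorubicin at or above a set limit, the compound median plus 3 SD, cut at about 4.7% in these data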;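 further: MRP-1 overexpressing cells given doxorubicin 25 µM after compound pretreatment; 18-22 h compound pretreatment then 72 h with doxorubicin before readout; 0% = doxorubicin-only wells and 100% = vehicle-treated cells without doxorubicin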
NPY-Y2 antag: blocks the human neuropeptide Y Y2 receptor; P49146; NPY-Y2 expressing cells, antagonist mode; inhibition, % at 2.7 µM; 140,000 tested, 0.99% active; in the data active means inhibition above about 17%;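 further: 0% = vehicle with agonist challenge and 100% = reference antagonist with challenge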
Target sequence (P49146 whole entry, looked up): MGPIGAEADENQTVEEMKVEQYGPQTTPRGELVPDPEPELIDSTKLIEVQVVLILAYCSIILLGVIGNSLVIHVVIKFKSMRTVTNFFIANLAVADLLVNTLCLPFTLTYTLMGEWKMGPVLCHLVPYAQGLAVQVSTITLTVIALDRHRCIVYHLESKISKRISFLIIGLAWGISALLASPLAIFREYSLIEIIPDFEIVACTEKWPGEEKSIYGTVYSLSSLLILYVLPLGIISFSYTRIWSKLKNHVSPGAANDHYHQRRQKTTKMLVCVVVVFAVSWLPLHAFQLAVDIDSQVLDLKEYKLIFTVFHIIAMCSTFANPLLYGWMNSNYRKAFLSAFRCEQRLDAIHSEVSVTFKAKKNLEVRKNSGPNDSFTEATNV
HCT116 bCat-KO: beta-catenin-lacking colon tumor cell growth suppression. HCT116 beta-catenin knockout viability, CellTiter-Glo, 60 h; active compounds read low. viability, % at 10 µM. 140,000 tested, 1.5% active. AID 818;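 active means viability at or under a set limit, the compound median less 4 SD, cut at about 6% in these data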;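 further: 0% = Hyamine 1622 control at 20 µM and 100% = untreated cell control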
BB579 growth dn: chemicals that inhibit yeast BB579 growth in restrictive medium (lifespan-shortening candidates); S. cerevisiae BB579 growth, OD615, 48 h; inhibition, % at 10 µM; 140,000 tested, 0.51% active;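 active means inhibition above a set limit, 3 SD over the mean compound inhibition, cut at about 44% in these data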; further: inactives centre near -24
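test system = yeast BB579 (DeaD) | buffer or medium = restrictive CSMM-D medium | doses = single compound dose of 10 µM, 0.25% DMSO final | times = 4 h preincubation and 48 h exposure at 30 °C | technique = culture absorbance at 615 nm | benchmarks = amphotericin B 10 µg/mL, positive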
Phagocyt inh: blocks phagocytosis by macrophages; 110,000 tested, 0.07% active; J774A.1 macrophage IgG-bead phagocytosis, imaging; inhibition, % at 5 µM;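 active means inhibition above the mean of the plate negative controls plus 5 SD, cut at about 13% in these data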;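 further: phagocytic index as fraction of beads internalized from green versus red external bead signal; plate controls were DMSO negative control for no effect and cytochalasin-D positive control for full effect; some results beyond the cut were filed as inactive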
Yeast life ext: yeast lifespan extension. inhibition of the nicotinamide effect, % at 10 µM. S. cerevisiae growth with nicotinamide, OD615; deaD strain in restrictive glucose medium. 130,000 tested, 0.68% active;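 active means inhibition above a set limit, placed 3 SD over the median of all compounds, cut at about 26% in these data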;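 further: 0% = nicotinamide-treated wells and 100% = cells grown without nicotinamide; some compounds called inactive have numbers as strong as hits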
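Material: Modified budding yeast, DeaD strain | Medium: Restrictive glucose medium | Probe or stimulus: 1.5 mM nicotinamide | Dosing: Single dose 10 µM compound, 0.25% DMSO | Times: 48 h at 30 °C | Technique: OD615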
The depositor's hits bear a star; x = no result given. Compounds were not picked by outcome; any-hit rate near 6.1%.

molecule	PTEN del growth	E-sel TNF inh	GALR2 blocker	Measles CPE	MRP1 act	NPY-Y2 antag	HCT116 bCat-KO	BB579 growth dn	Phagocyt inh	Yeast life ext
CCOc1ccc(NC(=O)C2CC(=O)N(c3cc(C)cc(C)c3)C2)cc1 (stereo unspecified)	105	1	-6	2	-1.1	5	100	-35	-5	-2
Cc1cc(C)nc(NCCCc2ccccc2)n1	87	-16	-8	23	0.7	5	88	-8	x	-9
COc1ccc(C2=Nc3cccc4cccc(c34)N2)cc1	89	8	-11	17	-1.0	2	85	-52	-3	0
CC(C)OCCCNCC(O)c1ccccc1 (stereo unspecified)	87	x	3	13	-0.3	3	92	-7	-6	5
CC(=O)Nc1ccc(-c2cc3ccccc3o2)cc1	94	47	-11	6	3.7	1	92	-38	-2	-27
CCCOc1ccc(/C=C2\SC(=S)N(CC3CCCO3)C2=O)cc1 (stereo unspecified)	81	-8	0	23	4.6	6	78	-16	-2	4
O=C(COC(=O)C12CC3CC(CC(C3)C1)C2)Nc1ccccc1F	85	10	-4	14	-0.5	2	81	-60	-3	9
Cc1ccc(C(c2nnnn2C2CCCC2)N2c3ccccc3CC2C)cc1 (stereo unspecified)	49	x	-2	20	-1.8	0	55	-13	-12	-3
c1ccc(Nc2nn[nH]n2)cc1	98	-25	9	5	-0.3	7	104	-9	0	-2
O=C(Nc1ccc2oc(=O)ccc2c1)c1ccco1	95	11	11	6	-0.1	7	117	-10	0	-18
N#CCCSCc1ccc(OCC(=O)O)cc1	118	-10	5	18	-0.5	1	106	-22	4	6
CCN(CC)S(=O)(=O)c1ccc(NC(=O)c2cc(-c3cccs3)nc3ccccc23)cc1	48	x	16	13	-3.8	7	56	-49	x	7
CCn1cc(Br)c(C(=O)NCc2ccco2)n1	91	10	-12	24	-1.1	2	93	-29	-2	-9
O=C(CCCCCNC(=O)c1ccccc1)N/N=C/c1ccccc1O	106	20	9	3	1.3	0	92	-21	-7	6
Cc1c(Cl)cccc1N/C(SCC(=O)N1CCCCCC1)=C(/C#N)c1nc2ccccc2s1	1.6*	x	4	2	-4.9	9	1.7*	-53	-6	8

Gathered by group, those above with a halogen
molecule	PTEN del growth	E-sel TNF inh	GALR2 blocker	Measles CPE	MRP1 act	NPY-Y2 antag	HCT116 bCat-KO	BB579 growth dn	Phagocyt inh	Yeast life ext
O=C(COC(=O)C12CC3CC(CC(C3)C1)C2)Nc1ccccc1F	85	10	-4	14	-0.5	2	81	-60	-3	9
CCn1cc(Br)c(C(=O)NCc2ccco2)n1	91	10	-12	24	-1.1	2	93	-29	-2	-9
Cc1c(Cl)cccc1N/C(SCC(=O)N1CCCCCC1)=C(/C#N)c1nc2ccccc2s1	1.6*	x	4	2	-4.9	9	1.7*	-53	-6	8

Next section.
molecule	PTEN del growth	E-sel TNF inh	GALR2 blocker	Measles CPE	MRP1 act	NPY-Y2 antag	HCT116 bCat-KO	BB579 growth dn	Phagocyt inh	Yeast life ext
Cc1nc(C)c(CCNC(=O)c2ccccc2)s1	99	17	1	19	0.3	3	91	-8	-10	0
Cc1nn(-c2ccccc2)c(N)c1C(O)(CSc1nccn1C)C(F)(F)F (stereo unspecified)	95	x	0	4	-2.7	-1	79	-55	-2	-6
COc1ccc(C(C)C)cc1S(=O)(=O)n1cnc(C)c1	45	7	4	2	-3.6	2	52	-18	4	-17
COc1ccc(CCNC(=O)Cn2cnc3c(nnn3Cc3ccccc3F)c2=O)cc1OC	91	-13	-4	23	0.2	1	86	-21	x	x
O=C(Cc1ccccc1F)Nc1cccc2cccnc12	89	x	-7	12	5.9*	5	96	5	-5	-7
CC(C)N=c1scc(-c2cccs2)n1/N=C/c1ccc(O)c(O)c1O	58	-23	0	14	-3.7	-1	80	96*	-11	2
O=C(N1CCOCC1)C1(c2ccccc2)CCCCC1	106	12	0	5	-0.6	-1	93	-12	1	-10
CCNC(=S)N(Cc1ccc2c(c1)OCO2)C1CC(=O)N(c2ccc(OC)cc2)C1=O (stereo unspecified)	81	-16	13	4	-3.7	-1	90	-12	-1	-1
Cc1cccc(NC(=O)NC(C)C(c2cccs2)N2CCOCC2)c1 (stereo unspecified)	82	12	5	16	-2.1	1	83	13	0	-8
O=C1CCC/C(=N/NC(=O)C2CCN(S(=O)(=O)c3cccs3)CC2)C1	97	x	9	7	-0.1	2	83	-7	x	-1
O=C(C(Cc1ccccc1)N1C(=O)C2C3C=CC(C3)C2C1=O)N1CCCCC1 (stereo unspecified)	89	-5	4	9	-1.4	0	88	-38	1	0
Cc1ccc(CN(Cc2cc3cc4c(cc3[nH]c2=O)OCCO4)Cc2nnnn2Cc2ccco2)cc1	83	-7	6	6	-1.6	1	76	-59	-2	1
Cn1c(SCC(=O)NCCN2C(=O)CSC2=O)nc2ccccc2c1=O	99	x	9	12	-0.8	5	89	-42	0	-9
Cc1cc(OCCOCCN2CCCC2)ccc1C(C)C	98	-5	1	3	-1.4	4	74	-50	-3	-4
Cc1cc(C)nc(SCc2cccc(C(=O)O)c2)n1	110	22	6	4	-0.8	1	105	-44	-4	7
O=C(N/N=C/C=C/c1ccccc1)c1ccncc1	89	-35	-2	12	-1.5	0	82	-32	-8	4
CCOC(=O)C1CCCCN1C(=O)CCc1c(C)nc2cc(-c3ccccc3)nn2c1C (stereo unspecified)	36	11	-16	2	-1.9	1	27	48*	0	10
CC(C)Cc1nn2c(=O)cc(O)nc2s1	93	x	-11	5	-1.4	3	101	-20	-9	47*
Cc1ccc(S(=O)(=O)N2CCN(C(=O)COc3ccc(NC(=O)c4ccco4)cc3)CC2)cc1	82	0	4	4	-4.5	5	90	-25	1	-7
CCOC(=O)c1nc(-c2ccccc2)oc1N(C)C	88	-12	26	15	-0.6	0	92	-36	-2	-33
CCN(CC)CCC#CC(O)(c1ccccc1)c1ccccc1	98	x	0	2	-1.3	4	95	-36	x	7
CCOc1ccc(N2CC(C(=O)Nc3ccc(N4CCOCC4)cc3)CC2=O)cc1 (stereo unspecified)	94	15	2	11	-2.9	3	87	-17	x	x
CCC1(N(C(C)=O)c2ccc(OC)cc2)C(=O)c2ccccc2C1=O	81	x	1	12	-0.7	0	73	-51	1	-3
CCOC(=O)c1sc(NC(=O)/C=C/c2cnn(C)c2C)c(C(=O)OCC)c1C	86	-7	-3	x	-1.2	-1	100	-33	-2	-11
CC1(C(=O)NCc2ccccn2)C=CCN1C(=O)c1ccccc1 (stereo unspecified)	75	-17	-5	7	-1.7	-2	73	-17	x	9
COc1cccc(NC(=O)CN(Cc2ccccc2)S(C)(=O)=O)c1	98	x	6	5	-0.5	2	87	-11	2	3
COC(=O)CN(C(=S)Nc1ccc(F)cc1)C1CC(=O)N(c2ccc(OC)cc2)C1=O (stereo unspecified)	102	2	-3	15	-1.6	-2	97	-25	0	-5
COc1ccc(C(=O)Nc2c(C)ccc3nsnc23)cc1[N+](=O)[O-]	94	6	4	9	-3.5	3	97	-7	-4	4
C/C(=N\O)C(=O)NCCCn1ccnc1	97	57	-1	8	1.7	2	94	-12	-13	1
CNC(=O)c1csc(-c2ccncc2)n1	100	25	3	14	-0.8	1	90	-44	0	-14
CC(C)CCn1c(CN2CCN(Cc3ccccc3)CC2)nc2c1c(=O)[nH]c(=O)n2C	97	x	-12	41*	-1.6	3	99	-27	-2	-10
Cc1cc(C(=O)Nc2nc3c(s2)CCCC3)cs1	71	-24	19	2	-1.3	0	70	-26	x	-6
O=C(COC(=O)c1cccc2ccccc12)Nc1cccnc1Cl	96	-14	5	5	-0.3	5	99	-19	x	-5
Cc1cc(C)nc(/N=C2/NC(=O)CS2)n1	109	1	3	3	-1.8	1	94	-26	-1	1
CC(=O)c1ccc(NC(=O)c2ccn(C(=O)OCC(C)C)n2)cc1	92	x	12	5	-1.4	0	86	-38	1	-2
Cc1ccc(S(=O)(=O)CCC(=O)OCc2ccc(Cl)cc2)cc1	103	x	-6	5	-2.6	4	95	5	-8	2
CCOC(=O)C1=C(C)NC(C)=C(C(=O)OCCNC(=O)c2cccnc2)C1c1cccc([N+](=O)[O-])c1 (stereo unspecified)	98	x	10	5	-2.3	2	96	-15	2	5
CCC(CC)C(=O)c1c[nH]c(C(=O)NCCc2ccccn2)c1	90	-32	6	9	-0.8	0	93	-7	x	9
Cc1ccc(Cn2cc(SCC(=O)Nc3nccs3)c3ccccc32)cc1	93	-6	7	11	0.2	9	77	0	0	-9
CCn1c(N2CCN(C(=O)C34CC5CC(CC(C5)C3)C4)CC2)nc2ccccc21	74	x	-5	7	-1.4	0	67	-34	0	-13
CCN(CCCn1c(=S)[nH]c2ncccc2c1=O)c1ccccc1	89	-25	2	1	-2.3	0	93	-12	1	-9
Cc1ccc(C(=O)NC(C)c2ccc(F)cc2)cc1 (stereo unspecified)	106	17	14	10	6.3*	4	100	4	-5	-3
O=C(Nc1cccc(C(F)(F)F)c1)c1cccnc1N1CCOCC1	97	-9	0	8	-1.0	2	96	-28	-3	-1
CCCCN(C(=O)Cn1nnc2ccccc21)C(C(=O)NCCOC)c1cccs1 (stereo unspecified)	89	0	-5	4	-3.5	4	101	-42	x	x
Cc1nnc(NC(=O)c2sc3nc(-c4cccs4)cc(C(F)(F)F)c3c2N)s1	75	x	8	7	0.1	0	74	-6	x	-30
O=C(CCC(=O)N1CCN(S(=O)(=O)c2ccc(Cl)cc2)CC1)Nc1ccc2ccccc2c1	72	-6	12	4	-3.5	-2	78	-18	-10	-1

Among those listed so far, these contain a CF3 group.
molecule	PTEN del growth	E-sel TNF inh	GALR2 blocker	Measles CPE	MRP1 act	NPY-Y2 antag	HCT116 bCat-KO	BB579 growth dn	Phagocyt inh	Yeast life ext
Cc1nn(-c2ccccc2)c(N)c1C(O)(CSc1nccn1C)C(F)(F)F (stereo unspecified)	95	x	0	4	-2.7	-1	79	-55	-2	-6
O=C(Nc1cccc(C(F)(F)F)c1)c1cccnc1N1CCOCC1	97	-9	0	8	-1.0	2	96	-28	-3	-1
Cc1nnc(NC(=O)c2sc3nc(-c4cccs4)cc(C(F)(F)F)c3c2N)s1	75	x	8	7	0.1	0	74	-6	x	-30
